Tat export inh: inhibitors of E. coli Tat protein transport. E. coli MC4100 TorA-mCherry Tat export, fluorescence. inhibition, % at 10 µM. 340,000 tested, 0.036% active. AID 488895;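 active = mean replicate inhibition at least 50% and at least half of replicates individually reaching 50%; inconclusive = only one of the two criteria met; inactive = neither criterion met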;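 note: exported cargo escapes ClpAP degradation while cytoplasmic cargo is degraded and loses fluorescence; 0% = median of neutral control wells and 100% = median of NaSCN control wells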
Rtt109 HAT inh: inhibitors of Candida albicans Rtt109/Vps75 histone acetyltransferase; 330,000 tested, 0.16% active; Q5AAJ8; inhibition, % at 34.9 µM; AID 540336; purified Rtt109/Vps75, ThioGlo CoA-SH fluorescence, 4 h;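 active = inhibition of at least 50% in every replicate; inconclusive = best replicate reaches 50% inhibition but some replicates fall short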
RTF Ca sens act: increases calcium sensitivity of human cardiac regulated thin filaments; P19429+P45379; IANBD-labeled TnC RTF fluorescence at EC20 calcium; 0% EC20 calcium, 100% full calcium; activation, % at 7.2 µM; 340,000 tested, 0.24% active;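 active = activation above the mean over all tested compounds plus 3 SD, cut at about 30% in these data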;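 note: rise in fluorescence read as greater calcium sensitivity of cardiac thin filaments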
dFosB activator: activators of mouse delta FosB homodimer; P13346; purified delta FosB, TAMRA-CDK5 oligo fluorescence polarization; percent of positive-control signal above neutral wells; activation, % at 25 µM; 340,000 tested, 0.99% active; AID 493131;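 active = mean activation above about 17%, with every replicate also reaching it, limit read from the data, passing the limit was not always enough; inconclusive = only one of the two conditions met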;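 note: fluorescence polarization rise as delta FosB binds a TAMRA Cdk5 AP-1 oligo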
Target sequence (P13346 whole entry, looked up): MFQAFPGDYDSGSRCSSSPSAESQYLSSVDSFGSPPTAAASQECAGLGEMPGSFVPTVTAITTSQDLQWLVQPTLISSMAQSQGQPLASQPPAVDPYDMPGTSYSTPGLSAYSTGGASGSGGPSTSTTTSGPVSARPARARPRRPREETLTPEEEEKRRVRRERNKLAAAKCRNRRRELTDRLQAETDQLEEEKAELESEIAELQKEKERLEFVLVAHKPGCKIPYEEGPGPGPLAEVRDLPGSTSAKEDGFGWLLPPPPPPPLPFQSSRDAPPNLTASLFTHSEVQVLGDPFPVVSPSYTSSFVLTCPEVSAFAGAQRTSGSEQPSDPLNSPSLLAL
CAL PDZ FP-1: blocks peptide binding to human CAL PDZ domain | 330,000 tested, 0.02% active | AID 504414 | purified CAL PDZ, TMR-peptide fluorescence polarization, 1 h | Q9HD26 | inhibition, % at 20 µM;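 active = highest replicate inhibition of at least 40%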;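 note: plate controls were DMSO neutral control wells for no effect and unlabeled competitor peptide control wells for full effect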
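Material: tagged CAL PDZ domain; buffer or medium: 25 mM sodium phosphate pH 7.4, 150 mM NaCl, TCEP, IgG, Thesit; compound dosing: single point, 20 µM; schedule: 1 h incubation at room temperature before polarization reading; measured by: FP readout, S and P plane fluorescence; read-out basis: percent inhibition from loss of millipolarization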
CDK5 p35 inh: CDK5/p35 (human) kinase inhibition. Q00535+Q15078. inhibition, % at 10 µM. Recombinant CDK5/p35, ADP-Glo luminescence, 60 min. 330,000 tested, 0.01% active;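 active = highest replicate inhibition of at least 50% and at least 75% of replicates reaching 50%; inconclusive = only one of the two criteria met; inactive = both criteria failed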;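 note: plate controls were DMSO neutral control for no effect and GW8510 at 10 µM for full effect; many of its hits are not listed in these tables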
Target sequence (Q00535 whole entry, looked up): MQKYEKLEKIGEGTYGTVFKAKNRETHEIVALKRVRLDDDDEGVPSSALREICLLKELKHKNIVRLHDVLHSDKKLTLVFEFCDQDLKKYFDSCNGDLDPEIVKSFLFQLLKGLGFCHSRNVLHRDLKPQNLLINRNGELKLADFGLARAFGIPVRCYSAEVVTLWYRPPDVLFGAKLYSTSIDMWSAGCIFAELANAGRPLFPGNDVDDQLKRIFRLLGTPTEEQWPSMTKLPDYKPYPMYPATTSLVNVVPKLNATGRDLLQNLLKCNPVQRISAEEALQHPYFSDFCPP
Target sequence (Q15078 whole entry, looked up): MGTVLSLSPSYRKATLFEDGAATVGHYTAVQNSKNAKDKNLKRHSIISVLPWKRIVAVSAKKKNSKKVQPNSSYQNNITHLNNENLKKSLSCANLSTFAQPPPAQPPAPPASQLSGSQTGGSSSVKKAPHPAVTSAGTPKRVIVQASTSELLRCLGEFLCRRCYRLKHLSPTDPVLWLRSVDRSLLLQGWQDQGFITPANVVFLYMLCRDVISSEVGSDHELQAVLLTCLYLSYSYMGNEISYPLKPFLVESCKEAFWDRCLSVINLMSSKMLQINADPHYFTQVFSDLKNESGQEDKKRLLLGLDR
MITF TRPM1 HTS: activators of MITF-driven TRPM1 promoter activity in SK-MEL-5 cells; 300,000 tested, 0.75% active; SK-MEL-5 TRPM1-promoter luciferase, 24 h; % of positive control, neutral wells = 0; activation, % at 12.5 µM;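 active = mean activation of at least 80% with every replicate also reaching 80%; inconclusive = mean reaches 80% but some replicate falls short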;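 note: 0% = neutral control wells and 100% = parthenolide positive control wells; values of inactives mirror those of a sister screen read the other way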
V-ATPase pH: regulators of yeast V-ATPase proton transport; S. cerevisiae, pHLuorin cytosolic pH fluorescence; response, % at 10 µM; 350,000 tested, 0.37% active; AID 504577; in the data active = response mostly above about 7.3%, no sharp cut-off; inactive = mostly below about 5.4%; note: actives read high; inactives centre near 0; some compounds called inactive have numbers as strong as hits; reference of the scale not given here
Wnt act: activators of Wnt/beta-catenin signaling; Wnt/beta-catenin reporter cell assay, activator, plate reader; activation, % at 9.35 µM; 300,000 tested, 1.2% active; AID 743398; in the data active = activation above about 30%, passing the limit was not always enough; inconclusive = no clear call, values can overlap the other calls;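 note: 0% = neutral control wells and 100% = positive control wells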
CAL PDZ FP-2: inhibitors of human CAL PDZ peptide binding; inhibition, % at 24.9 µM; purified CAL PDZ, TMR-peptide fluorescence polarization, 1 h; 300,000 tested, 0.92% active; Q9HD26; AID 602252;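 active = mean inhibition of at least 30% with at least half of replicates also reaching 30%; inconclusive = no clear call, values can overlap the other calls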;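 note: 0% = DMSO neutral control and 100% = excess unlabeled competitor peptide PRC23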
An asterisk follows results filed as active; ? = inconclusive; · = not tested or not shown.

SMILES	Tat export inh	Rtt109 HAT inh	RTF Ca sens act	dFosB activator	CAL PDZ FP-1	CDK5 p35 inh	MITF TRPM1 HTS	V-ATPase pH	Wnt act	CAL PDZ FP-2
O=C(c1ccc2c(c1)N(Cc1cccc(Cl)c1)C(=O)c1ccccc1S2(=O)=O)N1CCN(c2ccccn2)CC1	5	4	-1	-5	-3.6	0.1	-18	11	-6	-1
CN(C(=O)c1cccnc1)c1nnc(-c2ccccn2)s1	0	2	14	-14	·	-1.3	65	6	·	1
CC(=O)OCCC(NS(=O)(=O)OCC(Cl)(Cl)Cl)c1ccccc1 (stereo not given)	-2	1	-4	-1	0.4	0.7	3	-6	0	1
CCOc1ccc(NC(=O)CN2C(=O)CSC2=O)cc1	-3	-3	-3	0	-0.4	-1.6	11	0	2	-4
Cc1ccccc1CCNC(=O)C1CC(O)CN1C(=O)Nc1ccccc1 (stereo not given)	-5	-2	4	-2	-0.3	-2.1	·	1	-1	15
CCOc1cccc(CN2CCC(n3nccc3NC(=O)c3ccc4c(c3)OCO4)CC2)c1	4	6	4	-7	-0.9	-0.7	-6	-2	-1	-3
Oc1[nH]c2ccccc2c1/C=N/N1CCCCC1	11	2	1	-3	0.0	-0.5	0	1	2	-2
O=C(c1nsnc1-c1ccccc1O)N1CCCCC1	4	-12	-5	3	-0.3	-0.7	-1	-5	·	-2
Cc1cc(NC(=O)C(C)SCC(=O)Nc2ccc(Br)cc2Br)no1 (stereo not given)	-3	10	4	-8	-2.3	0.0	-6	-1	0	-2
O=S(=O)(NC1CCCCC1Nc1ccc(Cl)cc1)c1ccccc1 (stereo not given)	15	-2	8	-3	0.0	-0.8	-5	-3	·	-4
Cc1ccc(C)c(NC(=O)CCc2nnc3ccc(N4CCCC4)nn23)c1	-1	-1	-3	-6	-2.0	0.9	-6	4	-2	-3
CCN(CC)C(=O)CC(c1ccc(OC)cc1)c1c(O)cc(OC)cc1OC (stereo not given)	4	2	3	-3	0.7	-4.1	1	-2	-3	-3
COCc1[nH]nc2c1C1(CCC3(CC1)OCCO3)C(C#N)=C(N)O2	-4	-9	6	1	-0.1	1.6	·	0	-1	-3
Cc1ccc(NC(=O)COC(=O)CCc2nc3ccccc3c(=O)[nH]2)cc1Cl	3	-2	2	-6	-0.4	-0.1	-2	-3	3	2
CSc1nc(-c2ccc(Cl)cc2)nn1S(=O)(=O)c1ccc(Cl)cc1	0	-4	-2	-3	-0.9	5.5	·	-2	-2	-4
CCN(CC)S(=O)(=O)c1cc(NC(=O)Cn2ncc(Cl)c(Cl)c2=O)ccc1C	-5	31	-2	-22	-2.7	0.0	-83	1	-23	2
COc1ccccc1NS(=O)(=O)c1cccc(NC(=O)c2ccc3ccccc3n2)c1	13	-5	4	4	-3.0	1.3	-11	2	0	-5
O=C(C1CC(=O)N(C2CCCC2)C1)N1CCN(c2ccc(F)cc2)CC1 (stereo not given)	?	12	4	-3	-2.1	1.6	-5	2	-1	·
CCOC(=O)[C@@H](C)NS(=O)(=O)N(Cc1ccccc1)[C@H](C(=O)OC)C(C)C	10	-4	-10	-2	0.6	0.6	-2	-1	-1	-1
Clc1cccc(CN2CCCCCCC2)c1Cl	-10	-16	10	3	-0.8	0.8	12	2	-2	9
Cc1ccc(C)c(OC2=NS(=O)(=O)c3ccccc32)c1	2	·	-1	4	0.4	-3.0	8	0	-1	5
COc1ccccc1OCc1ccc(C(=O)c2ccccc2)cc1	10	-8	0	-5	-1.8	-1.0	26	1	5	2
COc1ccc(C(CNC(=O)COc2cc(C)ccc2Cl)N2CCCCC2)cc1 (stereo not given)	-1	8	-2	-15	-2.3	-1.0	13	0	-3	-3
Fc1ccc(NC(=S)N2CCc3ccccc3C2)c(F)c1	4	-5	3	0	-0.8	-1.7	1	2	9	·
CN(CC(=O)N1CCN(c2cccc(Cl)c2)CC1)S(=O)(=O)c1cccs1	6	9	1	-2	-0.7	1.3	8	1	7	2
Cc1ccc(-c2nnn(CC(=O)N(c3ccccc3F)C(C(=O)NC3CCCC3)c3ccncc3)n2)o1 (stereo not given)	6	-4	-6	4	-0.9	0.5	-8	-1	0	6
Cc1ccc(-c2nc3ccccc3o2)cc1NC(=S)NC(=O)/C=C/c1ccco1	0	7	-6	-12	0.3	0.5	-9	-4	3	-5
Cc1cc(NC(=O)CSc2nc3c(cc2C#N)CCCC3)no1	-6	1	-4	13	-0.2	0.2	66	2	41*	-1
COc1cccc(-n2c(Cc3cc(=O)[nH]c(=O)[nH]3)nnc2SCC(=O)N2CCC(C)CC2)c1	-7	-13	-2	-7	-0.2	0.4	11	5	·	50*
O=C(c1ccccc1)C1CCN(C(=O)c2ccco2)CC1	8	4	4	2	-1.7	1.7	-6	3	-1	-4
Cc1ccccc1CNc1ncnc2cc(Cl)ccc12	-3	1	4	0	-1.7	0.7	-25	4	2	-8
COc1ccc(NS(=O)(=O)c2ccc3c(c2)[C@H]2C=CC[C@H]2[C@@H](c2ccc(C(=O)O)cc2)N3)cc1	15	27	-25	-8	-1.9	·	-10	-2	1	-3
Cc1cccc(C(=O)N[C@H](C(=O)Nc2ccc(S(=O)(=O)NC3=NCCCCC3)cc2)C(C)C)c1	-2	18	2	-10	0.1	-5.5	-2	-2	-1	-4
Cc1cc2occ(CC(=O)NNC(=O)c3ccccc3F)c2cc1C	0	-21	-5	-12	-0.6	0.1	-3	-1	3	-4
COc1cc(CNCc2ccccn2)ccc1OCc1ccc(Cl)cc1Cl	3	34	-5	6	-2.5	-0.6	3	5	·	-4
O=C(O)CCc1nnc2n(Cc3ccc(F)cc3)c(=O)c3ccccc3n12	-1	-2	2	-6	-0.8	1.2	3	0	-4	·
COc1cccc(/C=C/C(=O)c2ccc3c(c2)OCCO3)c1OC	-1	1	-4	-6	1.4	1.4	·	-2	-1	4
Cc1oc2c(c1C(=O)NC(Cc1c[nH]c3ccccc13)C(=O)O)CCCC2 (stereo not given)	17	7	4	-2	·	-1.7	·	-1	0	-3
O=C1C=C(O)CC(c2ccc(Cl)cc2)C1 (stereo not given)	3	3	10	-17	·	-1.0	-2	-2	-8	0
CSc1ccc(CNC(=O)c2c(C)noc2C)s1	-2	-5	-2	-2	0.0	-1.9	1	-1	-1	·
c1csc(CN2CCOCC2)c1	23	16	3	-5	-1.0	1.8	-2	-2	0	-15
O=C(Nc1ncc2c(n1)-c1ccccc1OC2)c1ccc(Cl)cc1	6	-1	3	-4	-2.8	2.8	·	4	-6	-4
O=C1CN(C(=O)CN2C(=O)NC(c3ccccc3)(c3ccccc3)C2=O)c2ccccc2N1	10	-3	-1	-12	-4.7	1.3	1	-3	-2	-3
Cc1cccc(C(=O)N(Cc2ccco2)c2c(N)n(Cc3ccccc3)c(=O)[nH]c2=O)c1	-3	9	1	-1	-1.0	1.5	-7	0	-3	-3
COc1ccc(C2=NOC3(CC(=O)N(c4ccc5ccccc5c4)C3=O)C2)c(OC)c1 (stereo not given)	0	16	3	2	0.6	-1.2	-6	5	-1	0
CN(C)c1ccc(S(=O)(=O)N2CCCCC2)cc1NC(=O)C1=COCCO1	0	2	-5	-2	1.7	2.6	-4	2	0	-2
CCOC(=O)c1c(NC(=O)CN2CCN(S(=O)(=O)c3cc(Cl)ccc3Cl)CC2)sc(C(=O)N(C)C)c1C	9	7	3	-4	-3.2	0.4	-47	0	-11	·
c1ccc(-n2c(-c3ccco3)nnc2N2CCOCC2)cc1	6	-2	3	-10	0.1	2.7	9	-1	·	-1
CCCS(=O)(=O)c1nc(S(=O)(=O)c2ccc(C)cc2)c(NCc2ccccn2)s1	6	-3	6	-18	-1.4	-0.5	-11	1	-1	1
Cc1ccc(OCCn2c(=S)[nH]c3ccccc32)c(C(C)C)c1	4	8	0	-16	-1.2	0.4	-19	1	-1	-1
Cc1ccc(N(CC(O)CN(C)C)S(=O)(=O)c2ccccc2)cc1 (stereo not given)	8	-3	-2	8	0.7	-0.1	16	3	·	-1
O=C1N=C(N2CCOCC2)SC1=C1CCCCC1	6	-10	3	0	0.4	0.1	40	1	5	-1
CCN(CC)c1ccc(/C=N/NC(=O)c2c(-c3ccccc3)noc2C)cc1	4	4	-6	-3	-0.4	-1.1	4	-5	2	0
COc1cccc2c(=O)cn[nH]c12	-12	-4	14	-11	-1.2	-5.5	-5	0	-1	-1
CCOC(=O)c1csc(NC(=O)CSc2nnnn2-c2ccc(OC)c(OC)c2)n1	-10	-18	3	3	-0.2	-0.4	·	3	-4	·
CS(=O)(=O)c1ccc(N2CCOCC2)c(S(C)(=O)=O)c1	0	-4	4	7	0.2	-1.0	4	1	-2	-5
CC(C)C(NC(=O)c1ccccc1F)C(=O)NCc1ccc(F)cc1 (stereo not given)	-2	-13	-2	0	-1.8	0.4	3	0	-1	0
Cc1ccc(S(=O)(=O)N(CC(=O)N2CCOCC2)C2CCCCC2)cc1	-5	8	1	-11	-1.2	3.8	1	3	·	-2
O=C(N/N=C/c1cccc(F)c1)c1ccc(Cl)cc1	-1	-8	4	-1	-1.2	-1.7	96*	2	13	-2
O=C(CCN1C(=O)C2CCCCC2C1=O)Nc1cc(F)ccc1F (stereo not given)	5	-3	-2	-3	-0.3	0.3	1	-2	0	0

(cont.)
SMILES	Tat export inh	Rtt109 HAT inh	RTF Ca sens act	dFosB activator	CAL PDZ FP-1	CDK5 p35 inh	MITF TRPM1 HTS	V-ATPase pH	Wnt act	CAL PDZ FP-2
Clc1ccc(N2CCN(Cc3c[nH]c4ncccc34)CC2)cc1	-1	0	-4	1	1.0	0.4	4	1	-1	-1
CC1(C)C(CC2OCC(CN3CCCCC3)O2)[C@H]2CC[C@@H]1C2 (stereo not given in full)	-4	-1	5	3	0.3	-0.8	2	10	13	-1
CCOC(=O)CSc1nc(=O)n2cccc(C)c2n1	25	17	·	-2	-1.4	0.7	-11	1	-2	7
Cc1cc(C)c2nc(C(F)(F)F)nc(N3CCN(C(=O)c4ccco4)CC3)c2c1	3	7	0	-5	-0.2	-4.8	-4	0	-1	-3
COc1ccc(C(=O)NCCCN2CCOCC2)cc1Br	-8	5	-5	2	·	-1.2	-6	2	0	1
CN(C1(C)CCS(=O)(=O)C1)S(=O)(=O)c1ccc(F)cc1 (stereo not given)	-2	2	-3	1	-1.7	0.4	9	-2	2	-4
CCN(CC)CCOC(=O)C1(c2ccccc2)CCOCC1	0	1	1	2	-1.1	-0.4	-2	0	·	-4
Cn1ncc(Br)c1C(=O)NC12CC3CC(CC(C3)C1)C2	-5	2	3	-9	-3.1	-0.3	-6	7	2	0

Source: PubChem
